Bioassay records (PubChem BioAssay)
MT1-MMP act inh = MT1-MMP (human) activation inhibition | P50281 | HT1080 RFP-PRO-GFP cells, GFP/RFP ratio fluorescence, overnight; percent of plate control window, DMSO zero | GFP/RFP ratio change, % at 20 µM | 0.061% of 360,000 active;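 active means GFP/RFP ratio change of at least 30% with cell ATP level not reduced by more than half and red fluorescence within 50% of control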; further: strong numbers were not always called active
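Assay system: HT1080 RFP-PRO-GFP cells. Benchmarks: DMSO vehicle wells and RFP-L50D-GFP reporter cell wells. Times: overnight cell settling, then overnight compound exposure, 37 °C, 5% CO2. Compound: 20 µM single dose, 1% DMSO. Read-out basis: GFP/RFP fluorescence ratio.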
CendR NRP1 mod = alters CendR peptide binding to human NRP-1. 0.85% of 360,000 active. O14786. AID 602438. FAM-RPARPAR peptide binding to NRP-1, fluorescence polarization. inhibition, % at 25 µM;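 active means inhibition or corrected inhibition above about 18%, plus a signal ratio from 0.5 to 1.5, limit read from the data, passing the limit was not always enough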; further: strong numbers were not always called active
DNMT1 block = inhibitors of human DNMT1; P26358; DNMT1 molecular beacon, Hinp1I cleavage, fluorescence; inhibition (reported as % activation of signal), % at 10 µM; 0.83% of 360,000 active; in the data active means inhibition above about 50%
LMPTP block = LMPTP (human) inhibition. P24666. recombinant LMPTP-A, OMFP fluorogenic substrate, fluorescence intensity. inhibition, % at 20 µM. 0.22% of 360,000 active. AID 651560;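 active means compounds that cut the enzyme signal by at least half of the control window in the single-dose screen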;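 further: plate controls were DMSO wells with enzyme plus substrate for no effect and substrate without enzyme for full effect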
Target sequence (P24666 whole entry, looked up): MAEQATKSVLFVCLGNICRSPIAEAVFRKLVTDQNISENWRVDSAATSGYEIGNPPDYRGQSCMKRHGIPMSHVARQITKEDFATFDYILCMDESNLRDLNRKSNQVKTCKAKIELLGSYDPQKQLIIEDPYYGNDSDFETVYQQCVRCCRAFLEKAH
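Assay system: LMPTP-A phosphatase enzyme | Input: 0.625 nM enzyme | Also added: Fluorogenic phosphatase substrate OMFP at 400 µM final | Compound dosing: One test concentration per compound, 20 µM, with 3% DMSO overall | Schedule: 50 min enzyme reaction at room temperature, protected from light | Signal: Fluorescence intensity | Benchmarks: no-enzyme and uninhibited controls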
SUMO1 PPI mod = alters human SUMO1 binding to SIM partners | P63165 | SUMO1 binding to a labelled peptide, TR-FRET, 1 h | inhibition, % at 20 µM | 0.33% of 360,000 active | AID 602429; in the data active means inhibition above about 37%
Target sequence (P63165 whole entry, looked up): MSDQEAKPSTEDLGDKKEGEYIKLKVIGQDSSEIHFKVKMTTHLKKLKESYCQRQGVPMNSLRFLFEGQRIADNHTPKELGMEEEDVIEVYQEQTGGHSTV
SKN-1 inh = blocks SKN-1 activity in C. elegans. AID 624304. C. elegans VP596 Pgst-4::GFP/RFP ratio, acrylamide-induced, 24 h. inhibition, % at 21.8 µM. 0.49% of 360,000 active;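 active means interference check ratio from 0.5 to 1.5 plus GFP to RFP signal ratio inhibition reaching or exceeding a fixed threshold, cut at about 30% in these data, passing the limit was not always enough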; further: some compounds called inactive have numbers as strong as hits
STEP inh = inhibitors of human striatal-enriched phosphatase STEP. recombinant STEP, OMFP fluorogenic substrate, fluorescence. inhibition, % at 20 µM. 0.25% of 360,000 active. AID 588621;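 active means inhibition at 20 µM, scaled per plate between control wells, above about 37%, limit read from the data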;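 further: 0% = DMSO with enzyme and substrate and 100% = substrate only without enzyme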
Target sequence (P54829 whole entry, looked up): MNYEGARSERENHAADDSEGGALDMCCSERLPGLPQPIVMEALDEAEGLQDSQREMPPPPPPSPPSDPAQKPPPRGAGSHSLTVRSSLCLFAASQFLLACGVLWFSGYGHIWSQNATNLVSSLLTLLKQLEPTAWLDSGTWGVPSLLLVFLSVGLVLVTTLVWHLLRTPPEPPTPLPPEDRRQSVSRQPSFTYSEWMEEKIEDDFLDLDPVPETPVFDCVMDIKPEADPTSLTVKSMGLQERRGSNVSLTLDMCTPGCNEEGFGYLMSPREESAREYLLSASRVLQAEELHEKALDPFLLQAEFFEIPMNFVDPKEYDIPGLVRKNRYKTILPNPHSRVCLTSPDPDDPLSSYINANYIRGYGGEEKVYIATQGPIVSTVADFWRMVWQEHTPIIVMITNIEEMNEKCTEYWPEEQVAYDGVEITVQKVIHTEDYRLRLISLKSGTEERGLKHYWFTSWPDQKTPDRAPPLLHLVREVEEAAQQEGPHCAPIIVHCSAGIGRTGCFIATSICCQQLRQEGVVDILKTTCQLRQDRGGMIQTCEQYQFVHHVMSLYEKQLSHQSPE
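System: STEP phosphatase, cell-free reaction; Buffer or medium: Bis-Tris pH 6.0 buffer with DTT, detergent; Incubation: 20 min at room temperature, dark; Measured by: fluorescence, 480/540 nm.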
Scp-1 inhibitor = Scp-1 (human) phosphatase inhibition; Q9GZU7; Recombinant Scp1, phosphopeptide, malachite green phosphate absorbance; inhibition, % at 20 µM; 0.88% of 340,000 active; AID 493091;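 active means inhibition above about 50% at 20 µM, limit read from the data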;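 further: plate controls were DMSO wells with enzyme for no effect and wells lacking enzyme for full effect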
Target sequence (Q9GZU7 76-261 limits assumed): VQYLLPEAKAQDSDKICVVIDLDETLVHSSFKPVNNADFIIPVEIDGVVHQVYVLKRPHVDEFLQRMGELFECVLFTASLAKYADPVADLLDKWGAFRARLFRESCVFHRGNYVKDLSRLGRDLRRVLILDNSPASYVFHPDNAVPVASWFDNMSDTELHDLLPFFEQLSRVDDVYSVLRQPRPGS
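assay system = SCP-1 phosphatase catalytic domain, residues 76-261 | buffer or medium = 50 mM Tris acetate pH 5.5, 0.005% Tween-20, 10 mM MgCl2 | incubation = enzyme reaction 45 min at room temperature, colour 5 min, stabilisation 30 min | signal = Phosphate-binding colour reagent, absorbance read at 630 nm | measure = % inhibition at 20 µM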
Rpn11 inh = Rpn11 (human) deubiquitinase inhibition | calls only at 20 µM | human 26S proteasome, Ub4-pepOG fluorescence polarization; 20S core pre-blocked with epoxomicin | O00487 | AID 588493 | 0.59% of 360,000 active;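 active means inhibition at 20 µM, scaled to each plate's controls, above about 33%, limit read from the data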
NadD block = blocks S. aureus nicotinate mononucleotide adenylyltransferase; 0.78% of 360,000 active; purified NadD enzyme, colorimetric absorbance read-out; inhibition, % at 20 µM; in the data active means inhibition above about 26%; further: some compounds past the cut are filed as inactive
* hit, by the source's call; i = inactive; . = no result given.

SMILES	MT1-MMP act inh	CendR NRP1 mod	DNMT1 block	LMPTP block	SUMO1 PPI mod	SKN-1 inh	STEP inh	Scp-1 inhibitor	Rpn11 inh	NadD block
CCN(C(=O)CSc1nccc(=O)[nH]1)C1CCCCC1	3	-8	6	1.1	-3	-21	1	2	i	0
CCN(CC)C(=O)CCS(=O)(=O)c1cccc2nonc12	4	6	1	-1.1	-29	3	0	1	i	3
Cc1ccccc1OCc1nc2ccccc2n1C	0	7	-4	-0.3	5	4	1	-8	i	2
O=C(CN(Cc1ccc(F)cc1)C(=O)CCC(=O)Nc1nccs1)NCc1ccccc1	-3	-8	1	0.8	3	14	-3	-3	i	2
O=C(O)c1cc([N+](=O)[O-])ccc1C(=O)Nc1ccccc1	-1	10	4	-1.0	-12	28	1	5	i	4
CN1CCCC(OC(=O)c2cc(F)c(F)c(F)c2F)C1 (stereo not drawn)	-3	10	3	-1.0	1	4	1	-6	i	-8
Cc1ccc(NS(=O)(=O)c2ccc(Cl)c(N=Nc3c(O)[nH]c(=O)[nH]c3=O)c2)cc1Cl	8	-9	-10	4.9	35	-8	-2	-4	i	31*
O=S(=O)(c1ccccc1)c1nc(-c2ccco2)oc1NCCCn1ccnc1	1	-6	-4	-1.1	-1	20	0	-10	i	1
COc1ccccc1C1CCN(C(=O)c2cnn(-c3ccccc3)c2C)CC1	5	-12	0	-0.5	21	4	-2	-8	i	3
CSc1ncccc1C(=O)NC1CCCc2c1cnn2-c1ccc(C)c(C)c1 (stereo not drawn)	9	14	0	0.9	1	-10	-1	0	i	-7
CCCc1cc(C(=O)Nc2ccc(C(C)=O)cc2)no1	6	-3	-2	0.3	-2	17	-2	-8	i	4
COc1ccc(S(=O)(=O)Nc2ccc3c(c2)C(=O)N([C@H](C)CO)C[C@H](C)[C@@H](CN(C)C(=O)NC2CCCCC2)O3)cc1	0	0	0	-1.0	2	8	-2	-5	i	1
Cc1ccc(C(=O)Nc2cccc(C(=O)N3CCOCC3)c2)cc1	3	-3	-1	-2.4	2	-11	-4	-9	i	2
O=C(NC1CC1)c1cccc(NC(=O)c2cc(S(=O)(=O)N3CCOCC3)ccc2Cl)c1	8	-6	-1	-0.7	4	-16	-1	1	i	-1
CSc1oc(-c2ccccc2)nc1C(N)=O	5	-3	-7	0.1	3	17	-1	-5	i	2
O=c1c(O[C@@H]2O[C@H](CO)[C@@H](O)[C@H](O)[C@H]2O)c(-c2ccc(O)cc2)oc2cc(O)cc(O)c12	1	5	13	-1.6	-3	2	1	8	i	1
C=CCn1c(SCC(=O)Nc2ccc(OC)cc2)nc2ccccc2c1=O	1	12	-2	-1.4	2	14	2	0	i	-3
Cc1cc(O)c(C=Nc2ccc(N3CCOCC3)cc2)c(C)c1Cl	5	102	-4	0.1	-2	9	2	-6	i	3
COc1ccc(CCNc2c(C)c(C)nc3ncnn23)cc1	-1	2	-3	-0.8	-2	5	-3	2	i	-2
Cc1ccnc(NC(=O)c2ccc3c(c2)OCO3)c1	2	-9	3	-0.6	0	10	2	5	i	-4
CC(C)CCN1CC(O)=C(c2nc(-c3ccc(Cl)cc3)cs2)C1=N	2	-12	22	-1.3	1	11	-6	-1	i	14
COc1cc(CN2CCN(Cc3ccc([N+](=O)[O-])cc3)CC2)c([N+](=O)[O-])cc1OC	0	5	-2	-1.8	-17	-2	-2	-4	i	-3
COC(=O)c1cccc(N(C(=O)CNC(=O)c2cccs2)C(C(=O)NCC2CCCO2)c2ccc(OC)c(OC)c2)c1 (stereo not drawn)	2	6	1	-2.9	-4	7	2	-3	i	4
Cc1ccc(S(=O)(=O)N2CCOCC2)cc1C(=O)N1CCCC1	2	13	1	-0.2	-1	11	-3	-1	i	6
COc1ccc(S(=O)(=O)N2CCC(C(=O)N[C@@H](C)C(=O)NCc3cccc(OC)c3)CC2)cc1	3	-1	2	-1.9	8	-1	-3	-9	i	-9
O=C1c2ccccc2C(=O)N1c1nccs1	0	-9	-2	1.3	-1	12	1	3	i	-2
Nc1cc(=O)nc(SCC(=O)N2CCN(c3ccccc3)CC2)n1-c1ccccc1	-3	-7	3	-0.1	5	9	0	-8	i	3
CN1/C(=C\C=[N+](C)c2ccccc2)C(C)(C)c2ccccc21	2	-1	1	-2.0	-4	5	0	72*	i	7
O=C(N/N=C/c1ccccn1)c1ccncc1	-2	5	1	-0.6	-11	-5	3	4	i	-2
Cc1c(C(=O)N(Cc2ccc(Cl)cc2)C2CCS(=O)(=O)C2)oc2ccccc12 (stereo not drawn)	-6	-1	3	0.8	-2	10	-1	-7	i	-8
Nc1nnnn1/N=C/c1cc(Cl)cc(Cl)c1OCc1ccc(Cl)cc1Cl	0	6	59*	0.6	1	-6	-1	4	i	5
COc1cc2c(cc1OC)CN(C(=O)Cc1ccccc1)CC2	-2	2	-3	0.5	0	-4	-4	-2	i	-2
Cc1cccc(C)c1NC(=O)C1(C)CCC(=O)N1CCOc1ccccc1 (stereo not drawn)	-1	12	3	-0.2	4	2	1	.	i	-4
COC(=O)c1ccc(Cn2nc(C)cc2C)cc1	5	2	4	-0.3	12	-31	0	-5	i	1
Cc1ccc(C(=O)N(Nc2nc3ccccc3s2)C(=O)c2ccc(C)cc2)cc1	0	-6	0	0.0	0	5	-1	-5	i	8
O=C(Cc1ccc(Br)cc1)N1CCCC1	-1	14	-2	-2.2	-5	16	-3	-2	i	-3
COc1ccc(S(=O)(=O)N/N=C(/C)c2ccc(Cl)cc2)cc1	2	11	1	-0.4	-4	8	-4	-4	i	-5
COc1cccc(NC(=O)Nc2cc(Cl)ccc2C)c1	3	5	3	0.2	2	-5	-3	-5	i	-2
CC(C)(C)c1ccc(C(=O)NCCCNC(=O)c2ccco2)cc1	0	-4	-1	-0.3	-1	-1	-2	4	i	-2
COc1ccccc1NC(=S)NC1CCCCCC1	1	-6	6	0.2	0	5	4	0	i	-1
CCOC(=O)c1c(NC(=O)CSc2nncn2C)sc(C)c1C	1	-2	3	-1.7	2	-2	1	-4	i	0
Cc1ccc(NCCN(C)C)c2c(=O)c3cc(O)ccc3sc12	3	-74	57*	11	-48	10	1	7	i	0
CCc1ccc(NC(=O)c2cc(-c3ccc4c(c3)OCO4)on2)cc1	0	3	13	-1.4	5	28	2	1	i	3
CCOC(=O)c1c(NC(=O)CN2C(=O)C(=O)N(C(C)C)C2=O)sc(C)c1CC	.	0	6	3.0	2	2	3	-5	i	9
O=c1c2ccc(Cl)cc2nc(-c2ccc([N+](=O)[O-])cc2)n1O	-3	6	-4	-0.7	-2	12	5	-7	i	-1

Marked active in Scp-1 inhibitor, of those listed so far:
SMILES	MT1-MMP act inh	CendR NRP1 mod	DNMT1 block	LMPTP block	SUMO1 PPI mod	SKN-1 inh	STEP inh	Scp-1 inhibitor	Rpn11 inh	NadD block
CN1/C(=C\C=[N+](C)c2ccccc2)C(C)(C)c2ccccc21	2	-1	1	-2.0	-4	5	0	72*	i	7

Carrying on:
SMILES	MT1-MMP act inh	CendR NRP1 mod	DNMT1 block	LMPTP block	SUMO1 PPI mod	SKN-1 inh	STEP inh	Scp-1 inhibitor	Rpn11 inh	NadD block
CCCCNCCOCCOc1ccc(Cl)cc1Br	4	-10	1	-2.1	-5	16	2	1	i	-14
COc1cc(OC)cc(C(=O)Nc2nnc(SCC(=O)NCC3CCCO3)s2)c1 (stereo not drawn)	-2	-2	2	-0.7	2	11	0	7	i	-1
CCOC(=O)c1ccccc1NC(=O)COC(=O)c1cc([N+](=O)[O-])ccc1N1CCOCC1	1	0	-2	3.5	-14	-14	2	-9	i	-5
Cc1ccc(S(=O)(=O)N2CCCCC2)cc1NC(=O)COC(=O)c1ccc2c(c1)OCO2	7	8	-2	-2.5	2	2	2	-9	i	0
O=C(Nc1cccnc1)C1Cc2c(-c3ccc4c(c3)OCO4)ccnc2O1 (stereo not drawn)	-3	-1	-2	-2.6	18	6	2	.	i	0
C/C=C/c1ccc(OCCCCOc2ccccc2C(C)=O)c(OC)c1	-1	-7	12	2.7	0	4	0	-12	i	-3
CN1CCN(C(=O)C2=C[C@@H](c3coc4ccccc4c3=O)C[C@@H](OCc3ccc(CO)cc3)O2)CC1	-1	15	1	-0.4	1	-2	-2	-4	i	-1
CCn1c(/C=C/Nc2ccccc2)[n+](CC)c2cc(Cl)c(Cl)cc21	-3	-9	4	0.3	-9	7	2	31	i	9
CN(NC1CC(=O)N(c2ccccc2)C1=O)c1ccccc1 (stereo not drawn)	-2	16	-5	-0.5	-16	19	0	1	i	1
COc1ccc(/C=C(\NC(=O)c2ccc(OC)cc2)C(=O)Nc2ccc(C(=O)O)cc2)cc1	6	5	0	-1.5	-4	21	0	-18	i	-5
COc1cc(-c2nc(CN3CCN(c4ncccn4)CC3)c(C)o2)ccc1F	3	5	2	-0.1	5	12	-3	-9	i	-5
CC1CCN(C(=O)CCN2C(=O)/C(=C/c3cccs3)SC2=S)CC1	6	-12	3	2.1	-25	46	5	1	i	-7
Cn1ncc2c(NNC(=O)c3ccc(O)cc3)ncnc21	0	-8	-4	-0.5	0	-8	-4	-21	i	6
Fc1ccc(Nc2ncnc3sc4c(c23)CCC4)cc1F	4	13	-1	-0.4	4	4	-2	-4	i	-4
Cc1cc(C)cc(OCC(=O)NC(C)c2ccccc2)c1 (stereo not drawn)	-3	-3	-3	-0.3	2	2	0	-15	i	-9
COc1ccc(Br)c2oc(S)cc(=O)c12	-3	-10	3	48	26	-8	2	6	i	0
COc1ccc(NC(=O)CSc2nnc(-c3cccnc3)n2C)cc1	2	0	1	-1.1	-2	4	-2	-4	i	-1
CN1C[C@@H]2[C@@H]3C(=O)N(C)C(=O)[C@@H]3[C@](Cc3ccccc3)(C1=O)N2C(=O)c1ccc(Cl)cc1	2	-15	-1	-2.2	0	-1	-2	0	i	-3
Nc1c(Cl)cc(-c2csc(N3CCCC3c3nc4cc(Cl)c(N5CCCCC5)cc4n3CCCO)n2)cc1Cl (stereo not drawn)	-1	-16	-19	2.7	3	6	9	-4	i	32*

As entered above:
`COc1ccc(Br)c2oc(S)cc(=O)c12` @ SKN-1 inh: -8
`Nc1c(Cl)cc(-c2csc(N3CCCC3c3nc4cc(Cl)c(N5CCCCC5)cc4n3CCCO)n2)cc1Cl` (stereo not drawn) @ SUMO1 PPI mod: 3
